Compound activity (PubChem BioAssay)
TAAR1 ag = human TAAR1 agonists, primary screen, Fluo-8 calcium fluorescence, CHO RD-HGA16 cells. vehicle wells 0%, saturating PEA agonist 100%. activation, % at 3 µM. 360,000 tested, 0.99% active;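 active = activation above the mean activation of all test compounds in the run plus 3 SD, cut at about 38% in these data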
Target sequence (Q96RJ0 whole entry, looked up): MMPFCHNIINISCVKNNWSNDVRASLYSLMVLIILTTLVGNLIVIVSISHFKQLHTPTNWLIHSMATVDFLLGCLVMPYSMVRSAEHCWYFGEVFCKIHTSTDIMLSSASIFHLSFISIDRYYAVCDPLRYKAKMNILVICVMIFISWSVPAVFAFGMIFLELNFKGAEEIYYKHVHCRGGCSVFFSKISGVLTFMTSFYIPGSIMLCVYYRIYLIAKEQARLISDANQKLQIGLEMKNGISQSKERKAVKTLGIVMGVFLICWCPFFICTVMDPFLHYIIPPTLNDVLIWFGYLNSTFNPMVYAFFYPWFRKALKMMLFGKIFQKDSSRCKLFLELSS
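Repeats: no replicates (n 1) | Material: CHO-derived RD-HGA16 cells with stable Gα16 and human TAAR1 | Technique: Kinetic Fluo-8 calcium fluorescence | Schedule: 17-24 h seeding, 75 min 37 °C dye, 30 min RT | Evaluation: % activation from peak over basal fluorescence ratio, DMSO-to-PEA scaled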
TAAR1 antag = human TAAR1 antagonists, primary screen, Fluo-8 calcium fluorescence, CHO RD-HGA16 cells. Trace amine-associated receptor 1 (Homo sapiens), Q96RJ0. 360,000 tested, 1.5% active. inhibition, % at 3 µM. antagonist. AID 624466, 2012;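 active = inhibition above a per-plate cutoff, the mean inhibition of test compounds on that plate plus 3 SD, cut at about 49% in these data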;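 note: 0% = DMSO plus EC80 beta-PEA response and 100% = DMSO alone without agonist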
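Test system: RD-HGA16 CHO cells with stable hTAAR1 and Gα16 / Probe or stimulus: EC80 β-phenethylamine stimulus / Times: seeding 17-24 h prior, 75-min 37 °C, 30-min RT dye loading / Detection: Fluo-8 calcium-sensitive fluorescence / Read-out basis: % inhibition scaled between DMSO and EC80 PEA controls / Repeats: singlicate, one well per test compound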
OXTR potentiate = human OXTR potentiators, primary screen, fluorescence, CHO-OTR cells, Fluo-8 calcium. Oxytocin receptor (Homo sapiens), P30559. Fluo-8 calcium fluorescence, potentiator mode; 0% = oxytocin EC15, 100% = EC100. activation, % at 3 µM. 320,000 tested, 0.061% active. AID 2445, 2010;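 active = activation above that plate's cutoff, the mean activation of tested compounds plus 3 SD, cut at about 6.6% in these data, passing the limit was not always enough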;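 note: 100% uses oxytocin at 75 nM as the full agonist control; some results filed as inactive read as strong as hits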
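Material: human OTR in CHO cells. Compound: 3.0 µM, one dose. Timing: compound 6 min at room temperature before oxytocin, 100 s read. Evaluation: % activation of max/min ratio relative to oxytocin controls. Replication: single well per compound, singlicate. Signal: Fluo-8 calcium dye fluorescence.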
OXTR ag = human OXTR agonists, primary screen, fluorescence, CHO-OTR cells, Fluo-8 calcium; Oxytocin receptor (Homo sapiens), P30559; Fluo-8 calcium fluorescence; normalized: DMSO 0%, oxytocin 100%; activation, % at 3 µM; 320,000 tested, 0.32% active; AID 2435, 2010;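 active = activation above the mean of all tested compounds plus 3 SD, cutoff set per screening run, cut at about 20% in these data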;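 note: peak over basal fluorescence ratio from a 100 s FLIPR kinetic read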
V1aR counter = agonists of human V1a receptor, primary screen, counter-screen for OXTR agonist project, fluorescence, CHO-V1R cells; Fluo-8 calcium fluorescence, agonist mode; 0% DMSO, 100% 3 nM vasopressin; AID 2797, 2010; Vasopressin V1a receptor (Homo sapiens), P37288; activation, % at 3 µM; 320,000 tested, 0.25% active;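 active = activation above the mean activation of all tested compounds plus 3 SD, per screening run, cut at about 20% in these data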;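 note: signal is peak over basal fluorescence ratio across a 100 second FLIPR read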
Target sequence (P37288 whole entry, looked up): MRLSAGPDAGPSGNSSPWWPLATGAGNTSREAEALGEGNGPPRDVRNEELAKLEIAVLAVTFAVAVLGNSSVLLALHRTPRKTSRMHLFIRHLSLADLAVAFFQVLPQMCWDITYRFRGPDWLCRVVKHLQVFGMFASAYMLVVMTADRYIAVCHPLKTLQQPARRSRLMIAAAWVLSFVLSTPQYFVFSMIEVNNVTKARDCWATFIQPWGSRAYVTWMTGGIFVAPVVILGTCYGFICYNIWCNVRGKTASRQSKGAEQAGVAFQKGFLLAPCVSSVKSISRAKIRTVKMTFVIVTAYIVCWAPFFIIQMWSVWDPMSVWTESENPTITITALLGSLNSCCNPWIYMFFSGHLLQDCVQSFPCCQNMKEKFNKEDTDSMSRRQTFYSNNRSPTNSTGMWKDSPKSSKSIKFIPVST
M1 ag = human M1 muscarinic receptor agonists, primary screen, Fluo-8 calcium fluorescence, CHO-K1 cells, HTS | CHO-K1 hM1, agonist mode; 0% DMSO, 100% acetylcholine EC100 | activation, % at 3 µM | Muscarinic acetylcholine receptor M1 (Homo sapiens), P11229 | 360,000 tested, 0.33% active;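 active = activation above the run's mean compound activation plus 3 SD, cut at about 16% in these data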;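 note: peak over basal fluorescence ratio within a 140 s kinetic read after compound addition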
CHO parental Ca = ATP-evoked calcium signal inhibitors, parental CHO, primary screen, counter-screen for OX1R antagonist project, cell-based, fluorescence, Fluo-8 calcium dye. 330,000 tested, 0.63% active. inhibition, % at 5.6 µM. parental CHO-K1, ATP-induced calcium, Fluo-8 fluorescence;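 active = inhibition above that plate's mean sample inhibition plus 3 SD, cut at about 26% in these data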;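 note: 0% = ATP-challenged DMSO wells and 100% = DMSO wells without ATP; some compounds past the cut are filed as inactive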
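Test system: untransfected parental CHO cell line. Compound: one dose, 5.6 µM nominal. Detection: intracellular calcium via Fluo-8 no-wash fluorescent dye. Measure: % inhibition. Benchmarks: ATP-challenged DMSO wells low, unchallenged DMSO wells high.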
CHRM1 PAM = human M1 muscarinic receptor positive allosteric modulators, primary screen, CHO-K1 cells, Fluo-8 calcium fluorescence, 1536-well; Muscarinic acetylcholine receptor M1 (Homo sapiens), P11229; AID 588819, 2011; activation, % at 3 µM; CHO-K1 hM1, ACh EC20; 0% = ACh EC20, 100% = maximal ACh; 360,000 tested, 0.088% active; in the data active = activation above about 19%, passing the limit was not always enough
CHRM1 antagonist = human M1 muscarinic receptor antagonists, primary screen, CHO-K1 cells, Fluo-8 calcium fluorescence, 1536-well. 360,000 tested, 1.3% active. Muscarinic acetylcholine receptor M1 (Homo sapiens), P11229. inhibition, % at 3 µM. CHO-K1 hM1, ACh EC80 antagonist;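 active = percent inhibition above its own plate's cutoff, namely the mean of that plate's compound wells plus 3 SD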;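 note: peak over basal fluorescence ratio during 140 s after agonist addition; 0% = ACh EC80 plus DMSO and 100% = DMSO alone without agonist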
Starred values were filed as active, the others as inactive; . = no result given.

SMILES	TAAR1 ag	TAAR1 antag	OXTR potentiate	OXTR ag	V1aR counter	M1 ag	CHO parental Ca	CHRM1 PAM	CHRM1 antagonist
COc1ccccc1-n1c(SCC(=O)NC2CCCC2)nc2cccnc21	2.6	6.4	-8.5	-1.6	-0.7	-3.3	-12.1	6.1	-2.7
Cc1ccc(OCC(=O)NCc2ccccn2)c(Br)c1	-1.3	7.4	-5.6	0.2	1.0	-5.8	-7.6	1.6	-1.9
CCOc1ccc(/C=N/NC(=O)C2(O)c3ccccc3-c3ccccc32)cc1	2.2	-13.2	-10.6	13.6	7.2	-1.2	-18.6	1.2	2.1
CCOCCc1c(O)nc(SCC(=O)N2CCOCC2)[nH]c1=O	2.4	-2.4	-3.8	0.9	0.9	-2.4	1.6	4.5	-0.7
CC(C)(C)c1cc(CCC(=O)NNC(=O)c2ccncc2)cc(C(C)(C)C)c1O	-0.3	3.7	-0.3	-0.2	-0.2	0.9	-12.6	12.6	4.3
CCc1ccc(N2CC(C(=O)Nc3ccc(S(=O)(=O)Nc4nccs4)cc3)CC2=O)cc1 (stereo not given)	-2.0	1.6	0.4	0.1	0.5	0.6	-7.4	12.0	-10.3
CCC(C)C(=O)Nc1cc(C(=O)OC)ccc1C(=O)OC (stereo not given)	.	.	-4.2	-1.9	-1.1	-6.1	0.7	6.0	-2.4
CNc1cc(CS(=O)c2ccccc2)nc(-c2ccccc2)n1 (stereo not given)	7.6	3.4	-15.9	0.4	-0.2	-2.9	-14.3	3.2	-18.8
Cc1ccc(-n2nnc(-c3cccnc3)n2)cc1	1.9	4.0	-1.1	-0.7	0.0	-4.7	-1.8	1.2	4.7
COc1cc(-n2nc(C)c3c2OC(N)=C(C#N)C3c2ccccc2)c(Cl)c(Br)c1O (stereo not given)	12.1	-9.8	-8.6	-0.1	0.3	-1.9	7.1	4.4	-11.6
CN(C)CCCNCCCNC(=O)/C(=N\O)c1ccccn1	0.6	-18.5	-3.1	-0.3	0.8	-4.4	-6.1	-3.8	6.7
O=C(c1ccc2nc3ccccc3c(=O)n2c1)N1CCN(Cc2ccc3c(c2)OCO3)CC1	9.3	-0.5	-5.0	2.1	2.0	-6.3	-18.5	3.8	-15.0
CC(=O)NCCCC(=O)NC(CCC(=O)OCc1ccccc1)C(=O)OCc1ccccc1 (stereo not given)	0.7	-23.5	-12.1	-0.4	-1.3	-2.3	-9.1	10.0	-11.7
O=C(CCN1C(=O)/C(=C/c2ccccc2Cl)SC1=S)NC1CCS(=O)(=O)C1 (stereo not given)	2.0	-18.6	-3.0	0.5	-0.2	-0.7	4.0	2.5	-2.3
CC1CCCCC1NC(=O)Cn1c(=O)cnc2ccccc21 (stereo not given)	1.0	-2.8	0.8	1.6	1.4	-1.9	-8.9	1.6	-6.3
COC(=O)c1ccccc1NC(=O)CN1CCN(c2ccccn2)CC1	6.2	1.4	-4.8	0.9	-0.8	-11.1	-25.6	9.9	-2.8
COc1cccc(-c2nnn(CC(C)=O)n2)c1	0.4	17.2	-7.3	-0.5	1.2	-2.5	5.9	-0.7	-13.5
CS(=O)(=O)N1CCN(c2ccc(NC(=O)c3ccc(Br)o3)cc2)CC1	5.7	14.2	-11.4	0.8	1.2	-1.8	-3.3	0.9	-5.2
Cn1nnc2c[n+](CC(=O)c3ccc(Cl)cc3)cc(Br)c21	1.9	-15.4	-4.8	-0.1	0.8	-6.3	-11.2	0.5	0.9
CC(C)(C)c1nc(SCC(=O)NNC(=O)c2ccccc2)c2ccccc2n1	1.3	6.0	-4.6	-2.2	-1.4	-2.6	-34.5	6.0	-6.8
O=C(Nc1ccc(C(=O)N2CCCC2)cc1)c1cccc(C(F)(F)F)c1	-0.8	1.6	1.3	-0.7	0.4	0.8	-5.6	8.9	-10.2
COc1cccc(-c2ncc3ccccc3c2CO)c1	2.2	-2.8	-6.7	-0.7	-0.5	-7.5	-2.1	1.2	4.1
Cc1ccnc(NC(=O)Cc2c(F)cccc2Cl)c1	4.8	-5.4	-6.2	-0.5	-0.4	0.6	-7.0	7.2	-5.3
COC(=O)c1nc(N)sc1-c1ccccc1	0.9	5.9	4.8	-0.8	0.8	-3.2	-4.2	-0.2	-4.9

In a second layout: two of the compounds above.
mol | TAAR1 ag | TAAR1 antag | OXTR potentiate | OXTR ag | V1aR counter | M1 ag | CHO parental Ca | CHRM1 PAM | CHRM1 antagonist
COc1cccc(-c2ncc3ccccc3c2CO)c1 | 2.2 | -2.8 | -6.7 | -0.7 | -0.5 | -7.5 | -2.1 | 1.2 | 4.1
CC(C)(C)c1nc(SCC(=O)NNC(=O)c2ccccc2)c2ccccc2n1 | 1.3 | 6.0 | -4.6 | -2.2 | -1.4 | -2.6 | -34.5 | 6.0 | -6.8

Part of the list above, limited to TAAR1 antag and CHRM1 PAM:
compound,TAAR1 antag,CHRM1 PAM
O=C(Nc1ccc(C(=O)N2CCCC2)cc1)c1cccc(C(F)(F)F)c1,1.6,8.9
CC(C)(C)c1nc(SCC(=O)NNC(=O)c2ccccc2)c2ccccc2n1,6.0,6.0
CC1CCCCC1NC(=O)Cn1c(=O)cnc2ccccc21 (stereo not given),-2.8,1.6

Other structures:
SMILES	TAAR1 ag	TAAR1 antag	OXTR potentiate	OXTR ag	V1aR counter	M1 ag	CHO parental Ca	CHRM1 PAM	CHRM1 antagonist
CCOC(=O)CCC(NC(=O)CCCCCCCC(=O)NC(CCC(=O)OCC)C(=O)OCC)C(=O)OCC (stereo not given)	5.2	-18.4	-5.8	-1.2	0.5	-2.1	-13.9	-4.2	7.4
COc1cccc(NC(=O)Nc2cnccn2)c1	1.4	13.9	7.9	0.7	0.5	-5.8	2.2	10.9	-12.7
C(=N\Nc1nc(-c2ccccc2)cs1)/c1cccnc1	22.9	12.6	-7.2	2.9	0.3	-3.3	-20.5	-0.1	-3.8
CCc1noc(C)c1C(=O)Nc1cc(Cl)ccc1N1CCOCC1	-0.5	-31.4	-4.8	-2.5	-0.7	-1.2	-22.2	3.5	-14.4
Cc1ccc(S(=O)(=O)c2ccc([N+](=O)[O-])o2)cc1	-0.9	-4.4	.	.	.	-5.4	.	0.3	4.2
COc1ccc(COC(=O)c2ccc(C)c(S(=O)(=O)N3CCOCC3)c2)cc1F	2.3	16.9	-10.1	-0.4	1.1	-0.1	-5.9	-2.3	2.3
Nn1cc(-c2ccccc2)nc1SCC(=O)NCC1CCCO1 (stereo not given)	0.3	-7.0	-1.5	0.6	-0.1	-1.9	-18.8	-1.2	8.9
COc1ccnc2c1c(=O)n(Cc1c(F)cccc1Cl)c(=O)n2C	3.3	-17.5	-7.6	-0.5	0.8	0.2	-20.0	9.0	-13.6
O=C(O)c1ccc2cccc(O)c2n1	9.4	-6.6	-7.2	-0.3	0.8	-4.6	-9.3	10.1	-14.8
CCOC(=O)N1CCC(N2CCN(C3CCCC3)C(CCO)C2)CC1 (stereo not given)	7.8	-13.5	-4.5	0.5	0.5	-13.2	2.0	-35.4	46.9*
N#Cc1c(N)nc(SCC(=O)NCc2ccc3c(c2)OCO3)c(C#N)c1-c1cccs1	10.2	12.8	-12.9	-0.3	1.3	-3.8	-3.1	3.5	-5.3
CC(C)CCNC(=O)CCNS(=O)(=O)c1ccc(Cl)cc1	10.6	17.0	0.6	-0.4	-0.4	-2.3	-11.9	6.4	-4.2
COc1ccc(CCNC(=O)C2CCN(C(=O)c3ccc(C(C)(C)C)cc3)CC2)cc1OC	0.1	12.6	-8.1	0.7	1.9	0.5	-14.3	7.7	-3.8
CS(=O)(=O)N(CC(=O)NCc1ccco1)c1ccc(Cl)c(C(F)(F)F)c1	4.1	1.7	-13.2	4.4	2.9	-0.8	-3.7	3.2	0.8
CCOc1ccccc1/C=N/NC(=O)Cc1csc(Nc2cccc(C(F)(F)F)c2)n1	-3.3	-8.0	-5.2	-1.6	-0.5	-2.1	-10.5	-0.8	0.4
COC(=O)C(C)Sc1nc2c(c(=O)n(C)c(=O)n2C)n1CCC(C)C (stereo not given)	-0.3	-5.4	-3.8	-1.8	-1.5	-7.5	-23.2	5.9	-11.2
Cc1ccc(NC(=O)Cn2c(=O)oc3ccccc32)c(C)c1	2.2	-15.1	4.2	0.7	0.9	-2.3	-11.4	3.7	-4.2
S=C(Nc1cccc(Cl)c1)Nc1ccccc1Oc1ccccc1	3.6	11.7	-11.0	-1.4	-1.3	-2.6	-10.7	-4.9	12.0
CCOC(=O)/C(C#N)=C\c1ccc(N2CCN(C/C=C/c3ccccc3)CC2)cc1	8.6	9.2	-6.5	0.5	3.7	-9.7	-6.5	-15.6	11.4
O=C(CSc1ncc(C(F)(F)F)cc1Cl)N1CCNC1=O	6.4	-14.9	-0.2	0.0	-0.7	-4.6	-13.6	8.8	-10.8
NC(=O)CCC(NS(=O)(=O)c1ccc(Cl)cc1)C(=O)NCc1ccc(Cl)cc1 (stereo not given)	2.0	-2.6	-3.6	-0.5	0.2	-7.7	-10.7	5.2	-4.4
C=CCN(CC=C)c1nc2ccccc2nc1C(C#N)C(=O)OC(C)C (stereo not given)	11.0	19.5	8.8	-1.9	-0.3	-4.2	-34.1	4.2	-7.8
N#CCOc1ccc(C2=NO[C@@H]3[C@@H]4C[C@@H]([C@H]5C(=O)N(c6ccc7c(c6)OCO7)C(=O)[C@@H]45)[C@H]23)cc1	1.6	4.6	-6.5	0.0	0.0	-4.5	5.0	0.7	3.5
O=c1c2ccccc2c(-c2ccccc2)nn1-c1cc(Cl)cc(Cl)c1	-0.2	-4.1	-3.3	-0.2	-0.4	-2.4	-0.1	2.0	-2.5
COc1cc(NC(C)CCCNC(C)C)c2ncccc2c1OC (stereo not given)	2.7	-9.2	.	.	.	-9.0	.	4.3	-17.3
CCOC(=O)Cn1cnc2c(cnn2-c2ccc(OC)cc2)c1=O	0.2	-17.5	-2.3	6.5	0.9	-2.8	-2.0	4.7	-16.4
CCCCCCOc1ccc(N2C(=O)CC(N(CCc3ccc(S(N)(=O)=O)cc3)C(C)=O)C2=O)cc1 (stereo not given)	5.0	18.1	-3.8	0.4	-0.1	-5.1	1.2	4.7	-3.5
